# PfM18AAP inh: PfM18AAP inhibitors, malaria aminopeptidase, primary screen, biochemical, QFRET, recombinant enzyme; 1.2% of 290,000 active; M18 aspartyl aminopeptidase (Plasmodium falciparum 3D7); inhibition, % at 7.35 µM; H-Glu-NHMec fluorogenic cleavage;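 active = inhibition above the campaign mean inhibition over all tested compounds plus 3 SD, cut at about 28% in these data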;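 also: 0% = plate median of test compound wells and 100% = 2 mM ZnCl2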
# MEKK2mut PB1 HTS: MEK5 binding signal on mutant MEKK2 PB1, primary screen, biochemical, multiplex bead flow cytometry, Alexa488-MEK5; AID 1530, 2009; Alexa488-MEK5 binding to MEKK2 mutant; 0.35% of 290,000 active; percent response, % at 10 µM; in the data active = percent response above about 24%, passing the limit was not always enough; also: inactives centre near 1; some results filed as inactive read as strong as hits
# GalR3 antagonist: GalR3 antagonists in HEK293 cells, primary screen, cell-based, fluorescence readout. Galanin receptor type 3 (Homo sapiens), O60755. HEK293 GalR3-CNG cAMP membrane potential fluorescence; galR3 body fused to GalR1 C-terminus. inhibition, % at 3 µM. 0.44% of 360,000 active;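 active = inhibition above the screen-wide average plus 3 SD, cut at about 13% in these data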;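 also: forskolin and galanin both at EC90 stimulate the cells; cAMP rise reported by CNG channel membrane potential dye signal; 0% = forskolin plus galanin with DMSO and 100% = forskolin alone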
# Target sequence (O60755 1-299 limits assumed): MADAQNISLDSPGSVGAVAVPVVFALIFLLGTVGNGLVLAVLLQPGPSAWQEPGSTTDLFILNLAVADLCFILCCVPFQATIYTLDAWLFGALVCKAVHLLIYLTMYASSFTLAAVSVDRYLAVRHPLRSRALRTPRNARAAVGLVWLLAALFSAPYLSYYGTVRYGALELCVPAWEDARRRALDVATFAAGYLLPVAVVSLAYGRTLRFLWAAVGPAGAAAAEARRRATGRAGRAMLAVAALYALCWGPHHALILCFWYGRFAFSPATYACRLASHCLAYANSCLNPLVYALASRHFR
# V1aR counter: agonists of human V1a receptor, primary screen, counter-screen for OXTR agonist project, fluorescence, CHO-V1R cells. Fluo-8 calcium fluorescence, agonist mode; 0% DMSO, 100% 3 nM vasopressin. AID 2797, 2010. 0.25% of 320,000 active. Vasopressin V1a receptor (Homo sapiens), P37288. activation, % at 3 µM;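 active = activation above the mean activation of all tested compounds plus 3 SD, per screening run, cut at about 20% in these data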;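 also: signal is peak over basal fluorescence ratio across a 100 second FLIPR read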
# OXTR ag: human OXTR agonists, primary screen, fluorescence, CHO-OTR cells, Fluo-8 calcium | Oxytocin receptor (Homo sapiens), P30559 | AID 2435, 2010 | 0.32% of 320,000 active | Fluo-8 calcium fluorescence; normalized: DMSO 0%, oxytocin 100% | activation, % at 3 µM;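 active = activation above the mean of all tested compounds plus 3 SD, cutoff set per screening run, cut at about 20% in these data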;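 also: peak over basal fluorescence ratio from a 100 s FLIPR kinetic read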
# Target sequence (P30559 whole entry, looked up): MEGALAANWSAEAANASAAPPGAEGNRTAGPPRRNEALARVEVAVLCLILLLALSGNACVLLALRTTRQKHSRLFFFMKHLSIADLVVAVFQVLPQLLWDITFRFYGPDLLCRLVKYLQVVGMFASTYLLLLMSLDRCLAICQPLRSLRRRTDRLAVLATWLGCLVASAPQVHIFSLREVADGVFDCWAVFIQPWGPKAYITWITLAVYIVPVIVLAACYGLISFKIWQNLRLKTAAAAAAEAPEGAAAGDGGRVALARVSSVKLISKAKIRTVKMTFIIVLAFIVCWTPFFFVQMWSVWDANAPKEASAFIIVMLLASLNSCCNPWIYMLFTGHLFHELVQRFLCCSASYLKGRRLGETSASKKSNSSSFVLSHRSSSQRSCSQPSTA
# MEKK2 WT-MEK5: modulators of MEK5 binding to wildtype MEKK2, primary screen, biochemical, multiplex bead flow cytometry, Alexa488-MEK5 | Alexa488-MEK5 binding to MEKK2 WT; actives lie on both sides | binding response (% of control), % at 10 µM | 1.1% of 290,000 active | AID 1531, 2009; in the data active = binding response below about 67% or above about 130%
# GPR7 antag: GPR7 receptor antagonists, primary screen, cell-based, fluorescence, single concentration; Neuropeptides B/W receptor type 1 (Homo sapiens), P48145; GPR7-expressing cells, fluorescence antagonist assay; inhibition, % at 4.4 µM; 1.1% of 290,000 active; AID 1861, 2009; in the data active = inhibition above about 16%, passing the limit was not always enough;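 also: cells stimulated with the agonist NPW; 0% = agonist with vehicle and 100% = vehicle without agonist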
# Target sequence (P48145 whole entry, looked up): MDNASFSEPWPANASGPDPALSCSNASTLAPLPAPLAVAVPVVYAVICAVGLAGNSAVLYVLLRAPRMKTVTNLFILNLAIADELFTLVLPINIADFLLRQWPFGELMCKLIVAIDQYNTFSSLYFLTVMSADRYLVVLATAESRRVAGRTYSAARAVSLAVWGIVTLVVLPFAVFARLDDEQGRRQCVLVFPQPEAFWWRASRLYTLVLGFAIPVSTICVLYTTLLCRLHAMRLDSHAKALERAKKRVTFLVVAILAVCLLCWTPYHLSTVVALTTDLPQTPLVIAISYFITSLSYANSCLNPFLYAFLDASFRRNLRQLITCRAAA
# NALP1 yeast inh: NALP1 inflammasome inhibitors in reconstituted yeast, colorimetric, S. cerevisiae, triplicate retest. S. cerevisiae NALP1/ASC/caspase-1 growth, X-gal OD620, 72 h. inhibition, % at 10 µM. 0.61% of 280,000 active. AID 2071, 2009; in the data active = inhibition mostly above about 24%, no sharp cut-off; inactive = mostly below about 32%; also: some compounds called inactive have numbers as strong as hits
# OXTR potentiator: human OXTR potentiators, primary screen, fluorescence, CHO-OTR cells, Fluo-8 calcium | activation, % at 3 µM | Fluo-8 calcium fluorescence, potentiator mode; 0% = oxytocin EC15, 100% = EC100 | Oxytocin receptor (Homo sapiens), P30559 | 0.061% of 320,000 active | AID 2445, 2010;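 active = activation above that plate's cutoff, the mean activation of tested compounds plus 3 SD, cut at about 6.6% in these data, passing the limit was not always enough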;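 also: 100% uses oxytocin at 75 nM as the full agonist control; some results filed as inactive read as strong as hits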
#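 Dosing: Single dose, 3.0 µM nominal final compound concentration | Material: Human OTR in CHO cells | Technique: Kinetic Fluo-8 calcium fluorescence | Benchmarks: EC15 oxytocin alone as 0%, 75 nM oxytocin as 100% | Probe or stimulus: Oxytocin at about EC15, sub-maximal agonist stimulus | Incubation: Compound 6 min at room temperature before oxytocin, 100 s read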
# * marks the source's active call; other numbers are inactive results; x = no result given.
SMILES,PfM18AAP inh,MEKK2mut PB1 HTS,GalR3 antagonist,V1aR counter,OXTR ag,MEKK2 WT-MEK5,GPR7 antag,NALP1 yeast inh,OXTR potentiator
O=C(Cn1[nH]c(=O)c2ccccc2c1=O)N1CCN(S(=O)(=O)c2ccc(Cl)cc2)CC1,x,x,-3,-0.9,-0.1,x,x,x,-4
Cc1ccc(CN2CCN(CC(=O)N=Nc3c(O)[nH]c4ccccc34)CC2)cc1,-2,7,0,1.6,-1.1,89,-8,33,1
Cn1ccnc1C(=O)c1ccc(S(=O)(=O)N2CCCC2)cc1,6,-4,-6,0.0,1.4,94,-10,-14,-3
CN(c1ccc(C(=O)NC2CC2)cc1)S(=O)(=O)c1ccccc1,8,8,-1,2.0,-0.7,102,-11,21,-14
COc1cc(/C=N/NC(=O)c2cc(-c3cccc(Br)c3)nc3ccccc23)cc(OC)c1O,x,x,-5,-0.9,-3.1,x,x,x,-9
CC(C)(C)c1ccccc1OCC(=O)NCc1ccccc1,-6,2,-7,-0.8,-2.6,103,1,13,-12
CCCCC(C)(O)C/C=C/[C@H]1[C@H](O)CC(=O)[C@@H]1CCCCCCC(=O)OC (stereo partly specified),2,3,x,x,x,95,-9,-14,x
CCOC(=O)N1CCN(C(=O)c2ccc(Cl)c(S(=O)(=O)Nc3ccccc3)c2)CC1,1,-7,8,0.2,-0.2,94,10,6,2
COc1cc(C(=O)NC(CCSC)C(=O)OCC(=O)NC(=O)C2CCCCC2)cc(OC)c1OC (stereo unspecified),-1,-10,-6,0.1,-0.9,93,1,0,0
COc1ccc(/C=C2\CCCC3C2=NN(C(=O)CSc2n[nH]c(N)n2)C3c2ccc(OC)cc2)cc1 (stereo unspecified),9,-1,1,0.9,-0.3,103,-2,-2,-16
O=C1NN=C(CSc2n[nH]c(=S)s2)CS1,28,-10,-4,0.4,0.5,86,-5,-10,-9
CSCCC(NC(=O)COc1ccccc1)C(=O)N1CCCCCC1 (stereo unspecified),x,x,-7,-0.3,0.5,x,x,x,-7
CCOC(=O)C1=C(Nc2ccc(Cl)cc2)OCC1=O,-9,-5,-7,-0.6,-3.3,95,8,13,-3
Cc1cc(OCCCCN2C(=O)NC(C)(C)C2=O)ccc1[N+](=O)[O-],-6,-2,-6,8.6,8.6,97,0,-4,-31
COc1cc(/C=N/NC(=O)CCC(=O)NC2CCCCC2)ccc1C,3,0,-1,-0.8,-2.9,107,-12,-20,-5
CC(C)c1onc(C(=O)N2CCN(c3ccc(F)cc3)CC2)c1[N+](=O)[O-],-14,2,x,1.3,1.6,101,-6,19,-7
COc1cc(/C=C(\C#N)C(=O)Nc2cccc3ncccc23)cc(OC)c1OC,4,25,-3,0.4,0.0,132,-16,34,-5
COc1cc(-c2n[nH]c(=S)n2-c2cccc(C(F)(F)F)c2)cc(OC)c1OC,8,-2,2,5.9,4.5,99,-2,11,-6
COc1cc(OC)cc(C(=O)NCC(=O)OCC(=O)N2CC(C)CC(C)C2)c1 (stereo unspecified),6,-2,-2,0.4,-0.7,99,-8,3,-4
COc1ccc(/C=C(/C#N)C(=O)Nc2ccc(O)cc2)cc1C(=O)O,-1,-5,-8,-0.2,1.8,100,-1,-17,-2
COc1ccccc1C(CNC(=O)COc1cc(C)ccc1Cl)N1CCCC1 (stereo unspecified),x,x,-3,-0.4,-0.7,x,x,x,-4
Nc1nnc(-c2ccc(Cl)c([N+](=O)[O-])c2)s1,-7,1,-2,-0.3,-0.1,102,-1,2,-7
Cc1ccn2c(=O)nc(SCC(=O)N3CCCC3)nc2c1,x,x,-2,0.5,1.1,x,x,x,-3
Cn1nnc(NC(=O)c2ccco2)n1,2,3,-6,0.6,1.6,104,-1,16,-3
COc1ccc2[nH]cc(CCNC(=O)C3CC(=O)N(c4ccc(Cl)cc4)C3)c2c1 (stereo unspecified),-2,-1,-6,-0.1,-1.2,95,8,15,-10
CC(C)Oc1ccc(/C(O)=C2/C(=O)C(=O)N(CCN3CCNCC3)C2c2ccc(C(C)C)cc2)cc1 (stereo unspecified),7,1,-10,0.1,-0.7,98,-5,18,5
O=C1CCN(Cc2ccc([N+](=O)[O-])cc2)CCN1CCO,1,-5,-2,0.9,0.2,98,-3,10,0
CCOC(=O)c1c(NC(=O)CC(C)C)sc(C(C)=O)c1C,-1,2,-2,-1.3,-0.4,98,-15,20,-8
CCCc1nnc(SCC(=O)N(CC)CC)n1CC1CCCO1 (stereo unspecified),-1,-1,-4,0.5,0.8,98,0,-9,1
COc1cc(S(=O)(=O)N2CCOCC2)ccc1NC(=O)c1cc2c(s1)CCC2,0,2,-3,-1.1,-2.1,101,-10,16,-10
COc1ccc(OC)c(NC(=O)C23CC4CC(C2)CC(n2cnc(Br)n2)(C4)C3)c1,6,-8,-5,-1.4,-1.2,90,-6,17,-3
CN1CCN(Cc2c(O)ccc3cc(-c4ccccn4)c(=O)oc23)CC1,4,-5,-2,1.3,-0.6,103,-3,2,-9
COc1ccc(NC(=O)c2cc(OC)c(OC)cc2OC)c(S(=O)(=O)N2CCOCC2)c1,x,1,-1,1.9,0.3,102,x,-21,-8
COc1cccc(C2CC(C(F)(F)F)n3ncc(C(=O)O)c3N2)c1 (stereo unspecified),0,5,1,1.9,1.5,99,-10,-2,-8
C/C(=N/N1CCN(Cc2ccccc2)CC1)c1ccc(Br)cc1,5,6,-8,x,x,107,-12,16,x
Cc1oc2c(CN3CCCCC3)c(O)ccc2c(=O)c1-c1ccc(Br)cc1,-9,2,-6,-0.3,-0.4,101,-6,26,-5

# The last 4 entries of the part before are carried over, then new ones follow:
SMILES,PfM18AAP inh,MEKK2mut PB1 HTS,GalR3 antagonist,V1aR counter,OXTR ag,MEKK2 WT-MEK5,GPR7 antag,NALP1 yeast inh,OXTR potentiator
COc1ccc(NC(=O)c2cc(OC)c(OC)cc2OC)c(S(=O)(=O)N2CCOCC2)c1,x,1,-1,1.9,0.3,102,x,-21,-8
COc1cccc(C2CC(C(F)(F)F)n3ncc(C(=O)O)c3N2)c1 (stereo unspecified),0,5,1,1.9,1.5,99,-10,-2,-8
C/C(=N/N1CCN(Cc2ccccc2)CC1)c1ccc(Br)cc1,5,6,-8,x,x,107,-12,16,x
Cc1oc2c(CN3CCCCC3)c(O)ccc2c(=O)c1-c1ccc(Br)cc1,-9,2,-6,-0.3,-0.4,101,-6,26,-5
Cc1ccc(-n2c(SCC(N)=O)nnc2-c2ccccn2)cc1,7,4,-1,0.6,0.8,107,-1,6,-1
Cn1c(-c2ccc(F)cc2)cnc1SCC(=O)N1CCCc2ccccc21,-1,-1,-3,3.6,0.1,109,-8,30,-8
c1ccc(Cn2c[n+](Cc3ccccc3)cn2)cc1,-17,6,1,-2.1,0.0,103,-10,5,2
COCCNC(=S)N/N=C/c1ccc([N+](=O)[O-])cc1,0,-17,3,-0.7,-0.2,90,-12,-4,-2
Cc1c(NC(=O)CCSCCc2ccccn2)cccc1[N+](=O)[O-],-11,-6,-2,2.3,0.4,92,-7,-3,-12
NNC(=S)Nc1ccc(OC(F)(F)F)cc1,-8,-9,5,-1.7,-1.4,89,1,x,-4
CCOCC(=O)Nc1ccc(S(=O)(=O)Nc2nccs2)cc1,2,9,-5,0.7,1.2,107,-14,-3,3
COc1ccc(Oc2coc3cc(O)ccc3c2=O)cc1,3,6,-10,x,x,100,-7,-4,x
COCCn1c(=N)c(C(=O)NCc2ccco2)cc2c(=O)n3ccccc3nc21,23,1,-2,0.7,-0.6,101,-9,7,-5
CCN1CCN(c2ccc(NC(=O)c3cccc(S(=O)(=O)N4CCCC4)c3)cc2)CC1,x,x,-6,2.5,1.0,x,x,x,-3
CCC(=O)NC1(C(F)(F)F)C(=O)NC(C)=C1C#N (stereo unspecified),-10,3,-3,1.3,1.8,102,-12,26,-13
COc1ccc(Cl)cc1NC(=O)CN(C)C(=O)c1ccc(-n2cncn2)cc1,x,x,-6,1.0,0.4,x,x,x,3
COc1cccc(-c2cc(=O)c3cc(NC(=O)c4ccccc4)ccc3[nH]2)c1,1,-4,-5,-0.8,-0.2,98,4,12,-9
Cc1ccc(S(N)(=O)=O)cc1NC(=O)/C=C/c1cccs1,6,4,0,0.6,-0.5,99,9,-3,-1
CCC1=C(OC(=O)N(CC)CC)N2C(=O)OC(=NCc3ccccc3)[C@]2(C)[C@H]2C1=CC[C@H]1C(=O)N(c3ccccc3)C(=O)[C@H]12,x,5,-6,-1.1,-2.0,102,x,x,-8
CCN1CCN(c2ccc([N+](=O)[O-])cc2S(=O)(=O)N2CCOCC2)CC1,4,-1,8,1.1,2.2,102,-6,4,-6
CCOC(=O)c1sc(NC(=O)c2sc(C)nc2C)nc1C,-5,5,-12,0.1,0.3,103,-3,7,-6
CCOC(=O)CSc1nnc(-c2ccc(S(=O)(=O)NCc3cccs3)cc2)o1,6,-2,-13,4.0,4.4,99,40*,x,1
C[C@H](CO)N1C[C@H](C)[C@@H](CN(C)S(=O)(=O)c2cccs2)Oc2c(NC(=O)Cc3ccccc3)cccc2C1=O,x,x,-8,0.0,0.5,x,x,x,-8
CN(C)Cc1c(C(=O)N/N=C/CCc2ccccc2)nnn1-c1nonc1N,-6,-10,-3,0.1,1.0,92,14,25,-12
Cc1ccc(-c2nc(CSCC(=O)NCCCN3CCOCC3)c(C)o2)cc1,-10,-14,0,-0.6,-2.4,85,14,2,1
O=C(CN1C(=O)c2cccc3cccc1c23)NCc1cccnc1,-1,9,x,-0.1,1.5,108,-9,-2,-2
Cc1cccc(NC(=O)CCSc2nncn2C)c1,-1,6,-4,-0.5,0.2,101,-16,10,5
N/C(CC(=O)NCCOc1ccccc1)=N\O,6,2,1,0.7,0.7,103,12,16,1
N#CC1(c2ccccc2)CCCN1C(=O)c1ccco1 (stereo unspecified),4,-3,-4,0.3,-0.5,99,-2,13,-12
Cc1occc1C(=O)NNC(=S)Nc1cccc([N+](=O)[O-])c1,12,5,3,0.7,-0.1,112,-3,8,-11
Cc1c(-c2nnc(SCC(=O)O)n2-c2ccccc2Br)nnn1-c1ccccc1,-5,-2,0,-0.1,0.2,104,1,19,-4
C=CCn1c(=O)c2ccccc2n2c(SCC(=O)Nc3sc(C(=O)N(CC)CC)c(C)c3C(=O)OCC)nnc12,-7,5,-3,-0.9,-2.4,99,0,23,-15
Cc1cc(N2CCOCC2)nc2ccc(NC(=O)CCC(=O)N3CCN(c4ccc(F)cc4)CC3)cc12,11,-10,-6,6.2,4.3,93,-7,-14,-11

# Screening results as filed in PubChem.

# Rows are unselected. Share with any hit: about 4.1%.
